# A350 autofl = A350 region autofluorescence; Compound autofluorescence, 340/450 nm, Alexa 350 dye-equivalents; active compounds read high; max dye-equivalent concentration, M; 59,000 tested, 11% active; in the data active means max dye-equivalent concentration above about 10 nM; inconclusive means mostly about 1.1 nM to 9.6 nM
# Rhodamine fluor = compound fluoresces in the rhodamine spectral region. 59,000 tested, 0.05% active. Rhodamine-region fluorescence, 547/598 nm, Tris buffer; active compounds read high. max dye-equivalent concentration, M. AID 594; in the data active means max dye-equivalent concentration above about 11 nM; inconclusive means between about 1.1 nM and that limit
#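 A six-point rhodamine series on each plate calibrates the signal. Compounds sit in 100 mM Tris (pH 8.0) for 15 min at ambient temperature before imaging through 547 nm/598 nm filters.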
# Tau filament bind = tau filament binding. recombinant tau filaments, thioflavin S fluorescence, 15 h; filaments grown with octadecylsulfate alongside compound. Potency, µM (series often up to 57.1 µM), without a hit: at the top dose activity change, negative = inhibition. 71,000 tested, 2% active. AID 596;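 further: potency means the concentration at half of the fitted maximal effect; on the % scale 0 is the no-effect control and ±100 the full control effect; actives lower thioflavin S fluorescence by blocking filaments or displacing dye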
#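 His-tagged recombinant human tau (exons 2, 3 and 10 included), 1 uM, was induced to fibrillize by 30 uM sodium octadecylsulfate with compound present. After 15 h at 37 C, thioflavine S fluorescence (ex 450, em 510 nm) was read.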
# HEK293 cAMP ctrl = raises cAMP in parental HEK293 cells, TSHR agonist counter-screen; parental HEK293 CNG cAMP sensor, membrane potential fluorescence; Potency, µM (titrated, usually from 57.1 µM), without a hit: at the top dose activation, hits mostly activators; 73,000 tested, 2.5% active; AID 938; further: potency means the concentration at half of the fitted maximal effect; % of control where 0% means no effect; nearly all actives have a fitted effect of over 55% in size
#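 Counterscreen for endogenous-receptor signalling: CNG-channel HEK 293 cells report cAMP rise by membrane depolarization. After 60 min dye equilibration with 100 uM RO 20-1724, compounds incubated 30 min before bottom-read fluorescence at 590 nm.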
# FLuc inh = inhibitors of firefly luciferase; P08659; purified firefly luciferase, luminescence, 8 min; Potency, µM (series often up to 57.1 µM), without a hit: at the top dose activity change, negative = inhibition, most hits filed as inhibitors; 72,000 tested, 2.2% active; AID 411; further: potency means the concentration at half of the fitted maximal effect; on the % scale 0 is the no-effect control and ±100 the full control effect; nearly all actives have a fitted effect of over 40% in size
# Target sequence (P08659 whole entry, looked up): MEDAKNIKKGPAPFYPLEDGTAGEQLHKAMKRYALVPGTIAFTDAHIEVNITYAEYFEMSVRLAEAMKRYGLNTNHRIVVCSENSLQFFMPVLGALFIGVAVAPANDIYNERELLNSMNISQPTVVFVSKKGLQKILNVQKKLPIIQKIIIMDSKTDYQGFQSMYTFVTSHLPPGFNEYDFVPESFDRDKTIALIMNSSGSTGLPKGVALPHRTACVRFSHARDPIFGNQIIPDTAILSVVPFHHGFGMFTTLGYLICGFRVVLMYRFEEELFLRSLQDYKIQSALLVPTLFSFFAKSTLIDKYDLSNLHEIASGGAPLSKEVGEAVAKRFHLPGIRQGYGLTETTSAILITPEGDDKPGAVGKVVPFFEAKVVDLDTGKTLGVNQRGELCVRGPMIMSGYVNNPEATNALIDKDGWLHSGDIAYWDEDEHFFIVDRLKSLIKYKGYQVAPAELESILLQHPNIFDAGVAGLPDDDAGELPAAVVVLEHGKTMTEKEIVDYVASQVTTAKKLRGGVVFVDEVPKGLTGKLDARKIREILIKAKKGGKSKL
#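 Luminescence read-out after 8 min at room temperature; enzyme reaction used luciferin plus 10 uM ATP (linear range) in imidazole buffer pH 7.2 with KCl, MgCl2, Tween 20 and BSA. Each sample was run as a titration.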
# Fluorescein autfl = compound autofluorescence in fluorescein spectral region | Compound autofluorescence, 480/540 nm, fluorescein-equivalent; active compounds read high | max fluorescein-equivalent concentration, M | 59,000 tested, 0.91% active | AID 593; in the data active means max fluorescein-equivalent concentration above about 10 nM; inconclusive means between about 1.1 nM and that limit
#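 Read-out is intrinsic compound fluorescence at 480/540 nm (excitation/emission), expressed as dye-equivalent concentration using a fluorescein standard series run on every plate. Compounds sat 15 min at room temperature in 100 mM Tris, pH 8.0.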
# ERK AVP inh = inhibitors of vasopressin-stimulated ERK signaling pathway; HEK293-V1b, vasopressin-stimulated pERK AlphaScreen; Potency, µM (titrated, usually from 57.5 µM), inactives show top-dose activity, negative = inhibition, most hits filed as inhibitors; 72,000 tested, 0.99% active; further: potency means the concentration at half of the fitted maximal effect; on the % scale 0 is the no-effect control and ±100 the full control effect; nearly all actives have a fitted effect of over 55% in size
#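 HEK293 cells stably expressing V1b receptor, preincubated 30 min at 37 °C with compound, then stimulated 5 min with 25 nM vasopressin. Phospho-ERK by AlphaScreen SureFire after 5 h RT; normalized to DMSO and vasopressin; AC50 by Hill fit.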
# Casp7 inh = allosteric or competitive inhibitors of human caspase-7 | Potency, µM (top dose mostly 57.5 µM), inactives show at the top dose activity change, negative = inhibition, hits mostly inhibitors | AID 889 | P55210 | recombinant caspase-7, Ac-DEVD-AFC fluorescence rate | 75,000 tested, 0.02% active; active means well fitted inhibition curve with a large enough effect in the main read-out, with a control signal flat, not every such curve was filed as active; inconclusive means small, poorly fitted or top-dose-only effect, or a change in a side signal; further: potency means the concentration at half of the fitted maximal effect; % of control where 0% means no effect
# TexasRed autofl = compounds fluorescent in Texas Red spectral region; max dye-equivalent concentration, M; 59,000 tested, 0.06% active; Compound fluorescence, Texas Red channel, 547/618 nm; active compounds read high; in the data active means max dye-equivalent concentration above about 10 nM; inconclusive means between about 1.1 nM and that limit
#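 Fluorescence at ex 547/em 618 nm, normalized against an on-plate Texas Red standard series to give dye-equivalent concentration per compound concentration. Buffer 100 mM Tris, pH 8.0; 15 min RT incubation before CCD imaging.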
# 4-MU autofl = 4-MU region autofluorescence; compound autofluorescence, 340/450 nm, 4-MU equivalents; active compounds read high; max dye-equivalent concentration, M; 59,000 tested, 11% active; AID 589; in the data active means max dye-equivalent concentration above about 10 nM; inconclusive means mostly about 1.1 nM to 9.6 nM
#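 Intrinsic fluorescence at 340/450 nm (ex/em) was read after 15 min at room temperature in pH 8.0, 100 mM Tris. Each compound concentration expressed as 4-MU-equivalent concentration from a six-point 4-MU standard series on each plate.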
# Casp1 inh = allosteric or competitive inhibitors of human caspase-1; P29466; Caspase-1 enzyme, Ac-WEHD-AFC fluorogenic rate; Potency, µM (series often up to 57.5 µM), inactives show at the highest dose activity change, negative = inhibition, usual class: inhibitors; 75,000 tested, 0.03% active; AID 900;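 further: potency means the concentration at half of the fitted maximal effect; plate controls were vehicle for no effect and no substrate for full effect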
# Target sequence (P29466 120-297 limits assumed): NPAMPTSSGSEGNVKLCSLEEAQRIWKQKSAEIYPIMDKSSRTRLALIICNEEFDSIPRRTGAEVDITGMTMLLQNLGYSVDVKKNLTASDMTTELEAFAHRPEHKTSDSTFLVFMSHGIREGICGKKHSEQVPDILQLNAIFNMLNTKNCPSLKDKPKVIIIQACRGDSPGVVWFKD
# Target sequence (P29466 317-404 limits assumed): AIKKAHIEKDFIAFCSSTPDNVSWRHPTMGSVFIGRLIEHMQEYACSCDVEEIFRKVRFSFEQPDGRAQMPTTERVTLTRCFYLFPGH
# * hit, by the source's call; i = inactive; ? = inconclusive; / = not tested or not shown; [ ] = another dose, or the depositor's remark. Unless noted, the call rests on the fitted dose curve; in most records, active means well fitted curve in the direction sought with a large enough effect; inconclusive means small, poorly fitted or top-dose-only effect, or another doubt; inactive means no such curve, though single readings can be large; an effect the other way counts as inactive or inconclusive.
# Every second line gives: A350 autofl, Rhodamine fluor, Tau filament bind, HEK293 cAMP ctrl, FLuc inh, Fluorescein autfl, ERK AVP inh, Casp7 inh, TexasRed autofl, 4-MU autofl, Casp1 inh
- CCN(C1CCCCC1)S(=O)(=O)c1cn(C)c(=O)n(C)c1=O
  /, /, 2%, 3.2µM*, -5%, /, /, -13%, /, /, -7%
- CCc1cc2c(SCC(=O)C(C#N)=C3N(C)c4ccccc4N3C)ncnc2s1
  2.1e-08M*, i, -13%, 11%, 0%, ?, -2%, -5%, i, 1.6e-08M*, -3%
- Cc1cccc(CNc2cc(-c3cccc(NS(C)(=O)=O)c3)ncn2)c1
  i, i, 7%, 11%, 2%[2.29 µM], i, ?, -2%, i, i, -2%
- O=C(CC(c1ccccc1)c1ccco1)N1CCOCC1 (stereo not given)
  i, i, /, /, 0%[25.5 µM], i, /, /, i, i, /
- CCOC(=O)c1[nH]c2ccccc2c1NC(=O)c1ccco1
  ?, i, 7%, 3%, 3%, i, 9%, 0%, i, ?, 2%
- CCCCC(=O)Nc1c(O)c2ccccc2[nH]c1=O
  i, i, /, /, 0%[25.5 µM], i, /, /, i, i, /
- NS(=O)(=O)c1ccc(CCNC(=O)CCCC2=NS(=O)(=O)c3ccccc3N2)cc1
  i, i, -40%, 9%, 0%, i, 7%, 1%, i, i, 2%
- COCCNC(=O)Cn1c(=O)n(Cc2ccc(C(=O)NCc3ccco3)cc2)c(=O)c2ccccc21
  i, i, 0%, 4%, 2%, i, -28%, 1%, i, i, 2%
- CC(=O)N(CC1CCCO1)c1nnc(-c2cnccn2)s1 (stereo not given)
  i, i, -12%, 0%, 2%, i, 5%, 0%[0.00368 µM], ?, i, 0%
- Nc1c(C(=O)NCC2CCCO2)c2nc3ccccc3nc2n1/N=C/c1ccncc1 (stereo not given)
  ?, i, /, /, -1%[25.5 µM], i, /, /, i, ?, /
- Cc1ccc(C)c(/C(O)=C2\C(=O)C(=O)N(Cc3cccnc3)C2c2cccnc2)c1 (stereo not given)
  i, i, -2%, 9%, 1%, ?, 10%, 1%, i, i, 1%
- O=C(CSc1nc(-c2ccco2)cc(C(F)(F)F)n1)Nc1ccc(C(=O)N2CCCCC2)cc1
  /, /, 22%, 9%, 0%, /, -5%, -6%, /, /, -4%
- Cc1cc(NC(=O)c2ccc3c(c2)C(=O)N(CCC(C)C)C3=O)no1
  i, i, -14%, -14%, 1%, ?, -3%, -1%, ?, i, 2%
- O=C(Nc1cccc(F)c1)N1CC2(CCN(C(=O)c3ccco3)CC2)C1
  i, i, -16%, 8%, 0%[11.4 µM], i, -11%, -1%, i, i, -2%
- COc1cccc(-c2cncnc2NCc2ccccc2OC)c1
  i, i, 7%, 25µM*, -1%[2.29 µM], ?, ?, -4%, i, i, -2%
- CN(C)S(=O)(=O)c1cccc(C(=O)N(Cc2ccc(F)cc2)Cc2ccco2)c1
  i, i, 4%, ?, 1%, i, -5%, -1%, ?, i, 0%
- NC(=O)COC(=O)c1ccc(Oc2ccccc2)cc1
  2.2e-08M*, i, 1%, 14%, -4%, i, 3%, -3%, i, 2.2e-08M*, -3%
- Cc1ccc(C=Nc2ccc(N(C)C)cc2)o1
  /, /, ?, -26%, 3.2µM*, /, ?, -1%, /, /, -6%
- Cc1oc(-c2ccccc2F)nc1CS(=O)(=O)CC(=O)N1CCOCC1
  /, /, -5%, 32µM*, 2%, /, -15%, -2%, /, /, -5%
- Cc1ccccc1N1C(=O)N(c2cccc(C(F)(F)F)c2)C2CS(=O)(=O)CC21 (stereo not given)
  i, i, -1%, 30%, -1%, i, -19%, 0%, i, i, 0%
- Nc1[nH]c(=S)[nH]c(=O)c1-c1ccccc1
  i, i, 7%, 2%, 0%, ?, -18%, 1%, ?, i, 0%
- COc1cccc(-c2nnc(NC(=O)c3ccc(S(=O)(=O)N4CCOCC4)cc3)o2)c1
  i, i, -5%, 6%, 5%, i, -1%, -7%, i, i, 0%
- CCOc1ccc(N(CC(=O)NC(C)(C)C)S(=O)(=O)c2c(C)noc2C)cc1
  /, /, -5%, 18%, -1%, /, 1%, 0%, /, /, -1%
- O=C(CCSc1ccccc1)NCCN1CCOCC1
  i, i, 6%, 27%, 0%, ?, -1%, 1%, i, i, -3%
- COc1cccc(-c2cc(C(=O)NCc3ccco3)no2)c1
  i, i, -18%, 15%, -24%, i, 21%, -1%, i, i, 1%
- CCn1c(=O)c(C(=O)NCc2ccccn2)c(O)c2ccccc21
  /, /, 9%, ?, 1%, /, -15%, 6%, /, /, -4%
- CCOc1ccc(CC(=O)Nc2c(C(N)=O)oc3ccccc23)cc1OCC
  ?, i, -1%, 4%, 1%, i, 0%, 1%, i, i, -1%
- Cc1ccc(OC(=O)c2cccc(C(=O)Oc3ccc(C)cn3)n2)nc1
  i, i, 5%, 17%, 0%, ?, 5%, 1%, i, i, 1%
- O=C(O)c1cc(-c2ccc(-c3ccccc3)cc2)nc2cc3ccccc3cc12
  2.1e-08M*, i, -14%[11.4 µM], 5%[11.4 µM], ?, i, -12%[11.5 µM], -1%[11.5 µM], ?, 1.9e-08M*, 3%[11.5 µM]
- CCOCCn1cnc2sc(C(=O)Nc3nc(C)c(C(=O)OCC)s3)c(C)c2c1=O
  ?, i, 2%, -4%, -11%, i, -12%, -1%, i, ?, 3%

# Structural class: the entries above with an aryl thioether with sulfur outside any ring.
# Every second line gives: A350 autofl, Rhodamine fluor, Tau filament bind, HEK293 cAMP ctrl, FLuc inh, Fluorescein autfl, ERK AVP inh, Casp7 inh, TexasRed autofl, 4-MU autofl, Casp1 inh
- CCc1cc2c(SCC(=O)C(C#N)=C3N(C)c4ccccc4N3C)ncnc2s1
  2.1e-08M*, i, -13%, 11%, 0%, ?, -2%, -5%, i, 1.6e-08M*, -3%
- O=C(CSc1nc(-c2ccco2)cc(C(F)(F)F)n1)Nc1ccc(C(=O)N2CCCCC2)cc1
  /, /, 22%, 9%, 0%, /, -5%, -6%, /, /, -4%
- O=C(CCSc1ccccc1)NCCN1CCOCC1
  i, i, 6%, 27%, 0%, ?, -1%, 1%, i, i, -3%

# Additional structures
# Every second line gives: A350 autofl, Rhodamine fluor, Tau filament bind, HEK293 cAMP ctrl, FLuc inh, Fluorescein autfl, ERK AVP inh, Casp7 inh, TexasRed autofl, 4-MU autofl, Casp1 inh
- O=S(=O)(c1cccs1)N1CN(CC2CCCO2)c2nc3ccccc3nc21 (stereo not given)
  3.9e-08M*, i, 3%, 19%, 0%, i, -12%, -4%, i, 2.8e-08M*, -6%
- COc1ccc(-n2c(COc3ccccc3)nnc2SCc2ccc(C#N)cc2)cc1
  i, i, -15%, 17%, 0%, ?, -9%, -2%, i, i, -1%
- O=C(Nc1cccc(C(F)(F)F)c1)c1cccnc1N1CCCC1
  ?, i, -4%, 19%, 0%, i, 2%, 0%, i, ?, 1%
- COc1cc2c(cc1OC)CN(C(=O)CSc1nnc3scc(-c4ccccc4)n13)CC2
  /, /, 12%, 5%, -1%, /, -15%, -5%, /, /, -1%
- Nc1ncnc2c1ncn2C1CCC(CO)C(O)C1 (stereo not given)
  i, i, -4%, -8%, 1%, i, -2%, 0%, i, i, -1%
- COc1ccc(NS(=O)(=O)c2ccc(OC)c(OC)c2)cc1OC
  /, /, 11%[11.4 µM], 6%[11.4 µM], 1%, /, -14%, 0%, /, /, 2%
- O=C(CSc1nc(-c2ccco2)cc(C(F)(F)F)n1)Nc1ccc2c(c1)OCO2
  i, i, 153%, ?, 2%, i, 8%, 1%, i, i, -1%
- O=C(NCc1ccc(Cl)cc1)c1cc2c(nc3sccn32)s1
  i, i, -50%, 26%, -3%, i, 7%, -6%, i, i, -8%
- O=C(CN1CCN(c2ccccc2)CC1)Nc1nccs1
  i, i, -11%, 7%, -2%, i, -12%, 0%, i, i, 0%
- Oc1ccc(CNc2ccc(F)cc2)c2cccnc12
  1.5e-08M*, i, -18%, 0%, 1%, i, 4%, -1%, i, 1.4e-08M*, 0%
- Clc1ccccc1Nc1ncnc2c1nnn2Cc1ccccc1
  i, i, 12%, ?, 0%, i, -21%, -3%, i, i, -3%
- COc1ccc(Cl)cc1NC(=O)C1CC(=O)N(c2ccc(F)cc2)C1 (stereo not given)
  i, i, -7%, -1%, 2%, ?, -3%, 2%, i, i, -2%
- COc1ccc(C(=O)C(OC(=O)CNC(=O)c2ccco2)c2ccccc2)cc1 (stereo not given)
  /, /, 21%, 9%, -2%, /, -1%, -1%, /, /, -10%
- NC(=O)c1nsc(C(=O)N(CC(=O)NCc2ccc3c(c2)OCO3)C2CCCCC2)c1N
  6.8e-08M*, i, -4%, 18%, -1%, i, -11%, -1%, i, 7.2e-08M*, -5%
- CCOC(=O)C(NC(C)=O)(Nc1ccc(S(=O)(=O)Nc2cc(C)nc(C)n2)cc1)C(F)(F)F (stereo not given)
  i, i, 3%, 5%, 1%, i, -3%, 3%, i, i, 0%
- Cc1cc(C)n2c3c(c(C#N)c2n1)CC(C)(C)OC3
  9.4e-08M*, i, /, /, 0%[25.5 µM], i, /, /, i, 8e-08M*, /

# High-throughput results from PubChem BioAssay.

# These rows are one share of the data, so the mix of outcomes need not match the whole.
